# DNA FID counter = displaces DNA intercalator in HCV helicase counter-screen | 0.17% of 290,000 active | inhibition, % at 7.9 µM | DNA fluorescent intercalator displacement, fluorescence | AID 1845; in the data active means inhibition above about 37%;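 further: 0% = vehicle and 100% = reference compound; higher means more ethidium bromide displaced from hairpin DNA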
# p-CIP stab down = lowers stability of the mouse p/CIP coactivator protein; F442A p/CIP-EGFP cells, EGFP fluorescence, 16 h; AID 1984; decrease of EGFP signal, % at 10 µM; Q05BA5; 0.01% of 290,000 active;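 active means EGFP signal decrease of at least 30% at 10 µM or well 3 SD below plate mean, unless failing retest; inactive means the rest, including hits failing retest or dose response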; further: some compounds called inactive have numbers as strong as hits; many of its hits are not listed in these tables
# MEKK3 PB1 HTS = MEKK3-MEK5 PB1 interaction, increase or decrease; bead-based flow cytometry, Alexa488-MEK5 binding to MEKK3; actives lie on both sides; 0 = blocked by unlabeled MEK5, 100 = vehicle; binding response (% of control), % at 10 µM; 1.4% of 290,000 active;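 active means binding response more than 3 SD above or below the average of its plate-row segment, actives on both sides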;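 further: Alexa488 bead fluorescence after subtracting the streptavidin-only scavenger bead signal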
# Target sequence (Q99759 whole entry, looked up): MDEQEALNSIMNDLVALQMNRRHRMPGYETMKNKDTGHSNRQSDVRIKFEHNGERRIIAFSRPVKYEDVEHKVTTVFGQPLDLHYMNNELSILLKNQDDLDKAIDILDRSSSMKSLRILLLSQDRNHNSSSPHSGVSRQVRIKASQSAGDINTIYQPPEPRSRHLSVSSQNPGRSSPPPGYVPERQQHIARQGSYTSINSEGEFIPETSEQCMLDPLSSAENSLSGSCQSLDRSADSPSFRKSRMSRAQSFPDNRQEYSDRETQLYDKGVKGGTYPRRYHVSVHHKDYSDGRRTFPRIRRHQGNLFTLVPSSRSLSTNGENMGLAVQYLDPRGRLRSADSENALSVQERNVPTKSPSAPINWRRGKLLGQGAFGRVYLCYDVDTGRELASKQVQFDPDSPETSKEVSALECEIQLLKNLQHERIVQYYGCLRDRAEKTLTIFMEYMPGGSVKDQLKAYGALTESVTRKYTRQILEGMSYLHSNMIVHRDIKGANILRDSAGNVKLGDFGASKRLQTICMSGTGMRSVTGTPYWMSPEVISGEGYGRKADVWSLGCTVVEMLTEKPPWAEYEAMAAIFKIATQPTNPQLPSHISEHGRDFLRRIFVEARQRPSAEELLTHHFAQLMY
# VIM-2 inhibitor = inhibitors of Pseudomonas aeruginosa VIM-2 metallo-beta-lactamase; purified VIM-2, nitrocefin hydrolysis, epi-absorbance fluorescence; inhibition, % at 5.6 µM; 0.89% of 290,000 active; AID 1527;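 active means inhibition above the mean of all tested compounds plus 3 SD, cutoff set per screening run, cut at about 7.5% in these data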;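 further: red hydrolysis product quenches plate fluorescence so inhibitors raise well fluorescence; 0% = enzyme with DMSO and 100% = DMSO without enzyme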
# IDE act = IDE (human) activation, cell-based | activation, % at 5.96 µM | AID 493087 | HEK cells, FAbeta-B cleavage, fluorescence polarization; 0% vehicle, 100% cell-free pure enzyme wells | 0.073% of 340,000 active;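 active means activation above the mean of all tested compounds plus 3 SD, set per screening campaign, cut at about 17% in these data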
# PHOSPHO1 inh = inhibitors of human PHOSPHO1 phosphatase; inhibition, % at 13.3 µM; AID 1565; 1.1% of 290,000 active; recombinant PHOSPHO1, absorbance phosphatase assay; in the data active means inhibition above about 60%
# Target sequence (Q8TCT1 whole entry, looked up): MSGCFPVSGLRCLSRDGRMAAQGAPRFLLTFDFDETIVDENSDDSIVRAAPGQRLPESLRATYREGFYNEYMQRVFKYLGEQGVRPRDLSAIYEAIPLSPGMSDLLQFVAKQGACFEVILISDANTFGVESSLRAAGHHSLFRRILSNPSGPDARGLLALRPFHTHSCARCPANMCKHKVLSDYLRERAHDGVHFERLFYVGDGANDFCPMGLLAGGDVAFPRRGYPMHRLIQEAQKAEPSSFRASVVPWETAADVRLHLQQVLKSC
# UBC9 SUMO inh = blocks human SUMOylation mediated by UBC9; P63279; HTRF SUMOylation assay, SAE1/SAE2 + UBC9, in vitro; inhibition, % at 35 µM; 0.36% of 290,000 active; in the data active means inhibition above about 50%, passing the limit was not always enough; further: strong numbers were not always called active
# Target sequence (P63279 whole entry, looked up): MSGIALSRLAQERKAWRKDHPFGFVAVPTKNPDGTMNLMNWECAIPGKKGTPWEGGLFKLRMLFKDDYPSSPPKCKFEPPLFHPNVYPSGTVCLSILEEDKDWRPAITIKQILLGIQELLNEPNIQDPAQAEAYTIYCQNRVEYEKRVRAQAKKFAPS
# HCV NS3 hel inh = blocks Hepatitis C virus NS3 helicase unwinding; NS3 helicase DNA unwinding, Cy5 molecular beacon fluorescence; inhibition, % at 10.9 µM; 0.56% of 290,000 active; AID 1800;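 active means inhibition above the mean of all tested compounds plus 3 SD, set per campaign, cut at about 35% in these data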;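 further: 0% = DMSO wells and 100% = thioflavine S control wells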
#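 Measured by: Cy5 fluorescence, 0 and 60 min reads / Assay system: NS3 helicase fragment of HCV / Control set: low DMSO, high thioflavine S at 110 µM / Times: 1 h reaction at 25 °C, ATP-initiated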
# IMP-1 inh = blocks Pseudomonas aeruginosa IMP-1 metallo-beta-lactamase; AID 1556; inhibition, % at 5.6 µM; purified IMP-1, nitrocefin hydrolysis, epi-absorbance fluorescence; 0.45% of 290,000 active;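 active means inhibition above the mean plus 3 SD of all compounds in the same screening run, cut at about 4.5% in these data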;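 further: 0% = IMP-1 with DMSO and 100% = DMSO wells lacking enzyme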
#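 System: purified IMP-1; amount: IMP-1 0.2 nM before substrate addition; compound: single dose, 5.6 µM; times: 25 °C, 15 min preincubation, 25 min reaction; signal: Epi-absorbance via hydrolysed-nitrocefin quenching of white-plate fluorescence, 480/530 nm, EDTA stop; benchmarks: DMSO with and without IMP-1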
# Starred values were filed as active, the others as inactive; . = not tested or not shown.
SMILES,DNA FID counter,p-CIP stab down,MEKK3 PB1 HTS,VIM-2 inhibitor,IDE act,PHOSPHO1 inh,UBC9 SUMO inh,HCV NS3 hel inh,IMP-1 inh
Cc1cc(OC(C)C(=O)NC2CCN(Cc3ccccc3)CC2)c2c(C)cc(=O)oc2c1 (configuration not stated),9,-5,103,-0.9,0,37,25,-3,-3.9
OCCN1CCN(CCOc2ccccc2-c2ccccc2)CC1,10,7,94,2.1,3,7,3,1,-1.4
Cc1ccc(C(=O)N/C(=C/c2ccccc2)C(=O)NCC2CCCO2)cc1 (configuration not stated),-7,-2,103,-2.1,-1,-19,12,-7,-1.5
CCCC12CN3CC(C)(CN(C1)C31CCCCC1)C2=O,0,-13,98,-0.7,1,4,9,0,-2.1
COc1ccc(NC(=O)CSc2nn3c(=O)c(C)nnc3s2)cc1,-5,0,101,-0.7,-1,23,7,-1,-2.8
CCCn1c(Cc2ccccc2)nnc1SCC(=O)N1CCOCC1,-5,-1,100,-3.0,3,-7,15,12,-2.5
Cc1ccc(/C=C/c2ccc(=O)n(Cc3ccc(Cl)cc3Cl)n2)cc1,2,-9,.,-4.7,2,5,-22,-2,-0.8
C=CCNC(=O)c1ccccc1NC(=O)C1COc2ccccc2O1 (configuration not stated),-12,-9,102,-4.2,7,49,-6,3,-2.8
CN(C)C(=O)c1ccc(-c2cc(C(F)(F)F)nn2C)s1,-9,-13,104,-2.4,.,46,15,0,-1.8
O=S(=O)(c1ccc2ccccc2c1)N1CCc2ccccc21,-7,-16,102,-2.1,5,24,-8,-4,-3.4
O=C(CC1C(=O)NCCN1CC1CCCCC1)NCc1ccccc1Cl (configuration not stated),-28,2,107,-2.5,3,3,4,-11,-1.9
O=C(Nc1ccccc1)c1cccc(Cn2cc(C(F)(F)F)ccc2=O)c1,-21,-8,107,-2.6,8,41,-8,5,-3.1
O=C(Oc1ccccc1)c1cccc(N2C(=O)CCC2=O)c1,-1,-2,104,-1.2,3,1,-6,4,-1.8
Cc1ccc(S(=O)(=O)NCC(c2ccccc2)N2CCN(c3ccc(F)cc3)CC2)cc1 (configuration not stated),-21,-5,103,-3.0,7,12,-25,-6,-2.7
COc1ccc(S(=O)(=O)N2CCN(Cc3ccco3)CC2)cc1,-5,-8,100,-5.5,0,10,27,-3,-3.8
CCCCc1ccc(Nc2nc(N3CCOCC3)nc(N3CCOCC3)n2)cc1,-43,-5,101,-6.2,3,12,-11,-16,-5.6
COc1ccccc1N1CCN(C2CCCN(Cc3cc(F)cc(F)c3)C2)CC1 (configuration not stated),-2,-20,105,-5.4,3,.,-9,3,-3.1
CC(C)n1c(SCC(=O)NC2CCCCC2)nnc1-c1ccco1,-21,-13,97,0.8,0,7,-1,0,-1.4
CN1CCN(C(=O)CSc2nnc(COc3ccc(Cl)cc3)o2)CC1,10,3,92,-1.9,5,26,-6,-6,-1.8
O=P1(O)C=C(c2ccccc2)OC(c2ccccc2)=C1,-7,-10,.,0.8,7,-32,-9,-4,-2.4
Cc1nc2nc(NCc3cccs3)nn2c(C)c1Cl,-11,2,98,-1.8,-1,20,2,2,-1.7
CCCNS(=O)(=O)c1ccc(OCC(=O)N2CCc3ccccc3C2)c(C)c1,-36,-7,101,-3.1,3,.,7,-1,-3.8
O=C(c1ccc(Cl)c(S(=O)(=O)NCc2ccccc2)c1)N1CCN(c2ccccn2)CC1,-31,0,98,-2.9,-6,-23,-4,-12,-3.1
COc1ccc(OC)c(CNn2c(-c3ccccc3F)nc3ccccc3c2=O)c1,-29,4,99,-0.9,2,16,-21,-2,-2.2
CC(=O)N/N=C(\C)CCc1ccccc1,-5,-12,103,-4.2,3,16,-5,-12,-7.4
Cc1ccc(S(=O)(=O)c2c(C)nn(C(C)(C)C)c2OC(=O)CC(C)C)cc1,-17,-4,113,-2.3,0,24,6,6,-3.8
CCN(CCn1cccn1)C(=O)CCc1nnc(-c2ccccc2)o1,-8,-4,103,-2.6,-3,28,16,8,-1.4
CS(=O)(=O)N(CC(=O)Nc1ccc(F)c(F)c1)c1cccc([N+](=O)[O-])c1,9,-4,104,-3.0,2,1,-4,3,-4.1
Cc1cc(C)c(C#N)c(Sc2ccccc2N)n1,0,-5,100,4.3,-1,-81,-5,-5,-2.2
CN(C(=O)CSc1nc2c(c(=O)[nH]1)CCCC2)C1CCCCC1,-18,-6,104,-4.5,3,-17,14,1,-2.1

# Compound profiles, from the list above. Values in the order: DNA FID counter | p-CIP stab down | MEKK3 PB1 HTS | VIM-2 inhibitor | IDE act | PHOSPHO1 inh | UBC9 SUMO inh | HCV NS3 hel inh | IMP-1 inh
# CN(C(=O)CSc1nc2c(c(=O)[nH]1)CCCC2)C1CCCCC1 across the screens: -18 | -6 | 104 | -4.5 | 3 | -17 | 14 | 1 | -2.1
# COc1ccc(OC)c(CNn2c(-c3ccccc3F)nc3ccccc3c2=O)c1 across the screens: -29 | 4 | 99 | -0.9 | 2 | 16 | -21 | -2 | -2.2
# CCN(CCn1cccn1)C(=O)CCc1nnc(-c2ccccc2)o1 across the screens: -8 | -4 | 103 | -2.6 | -3 | 28 | 16 | 8 | -1.4
# CN1CCN(C(=O)CSc2nnc(COc3ccc(Cl)cc3)o2)CC1 across the screens: 10 | 3 | 92 | -1.9 | 5 | 26 | -6 | -6 | -1.8
# Cc1ccc(S(=O)(=O)c2c(C)nn(C(C)(C)C)c2OC(=O)CC(C)C)cc1 across the screens: -17 | -4 | 113 | -2.3 | 0 | 24 | 6 | 6 | -3.8

# The list continues:
SMILES,DNA FID counter,p-CIP stab down,MEKK3 PB1 HTS,VIM-2 inhibitor,IDE act,PHOSPHO1 inh,UBC9 SUMO inh,HCV NS3 hel inh,IMP-1 inh
Cc1ccccc1NC(=O)C1CCCN(S(=O)(=O)c2ccc(-n3cnnn3)cc2)C1 (configuration not stated),-23,-5,103,-0.6,7,41,7,0,-2.1
CCOC(=O)C(C)n1cnc2c(nnn2-c2ccccc2)c1=O (configuration not stated),-8,-4,102,-1.0,-1,5,5,6,-3.5
CC(C)=Nc1ccccc1C1COC(=O)C1=N (configuration not stated),-6,-1,100,-5.0,-1,-13,30,-3,-1.0
CN(Cc1ccccc1F)c1nc(-c2cccs2)nc2ccccc12,2,1,103,-2.0,2,0,-14,5,-2.0
COc1ccc(CCn2c(=O)[nH]c3cc(C(=O)NCCCN4CCOCC4)ccc3c2=O)cc1OC,8,-3,99,3.1,2,20,22,25,1.2
NC(=O)c1ccc(-n2nnnc2Oc2ccc(Br)cc2)cc1,9,6,88,1.0,-5,28,5,-11,-1.0
C/C(=N\NC(=O)CNc1cccc(C(F)(F)F)c1)c1cccs1,-11,-36,107,-2.4,4,10,-1,-4,-2.5
O=C1C(Cl)=C(NCCN2CCCCC2)C(=O)c2ccccc21,9,.,107,-3.1,2,-16,23,5,-4.8
Cc1cccc(NC(=O)c2ccc(Cl)c(NC(=O)c3ccncc3)c2)c1C,-10,2,100,0.8,5,12,4,-1,-0.9
O=C(N=C1SCC(=O)N1c1ccccc1Cl)c1ccco1,-13,-7,104,-2.0,-20,1,12,33,0.2
O=C(Nc1ccc2c(c1)OCO2)Nc1ccc(Cl)cc1Cl,2,-9,99,-2.0,3,1,20,-3,-3.8
C/C(=N\NC(=O)c1c(Br)cnn1C)c1ccc(NC(=O)c2ccc(F)cc2)cc1,-2,-12,101,-2.3,-4,10,11,3,-2.2
COCCn1c(SCc2cc(=O)n3ccsc3n2)nnc1-c1ccncc1,-5,4,96,0.4,5,9,14,5,-1.1
CNC(=S)N/N=C/c1ccc(OCc2ccccc2)c(Br)c1,-1,-5,105,-2.1,7,18,11,-5,-3.1
CN(C)S(=O)(=O)c1cccc(NC(=O)COc2ccc(C(=O)c3ccccc3)cc2)c1,-28,-4,93,1.5,0,28,-9,-6,0.3

# Of the compounds above, these have a furan ring, fused or not.
SMILES,DNA FID counter,p-CIP stab down,MEKK3 PB1 HTS,VIM-2 inhibitor,IDE act,PHOSPHO1 inh,UBC9 SUMO inh,HCV NS3 hel inh,IMP-1 inh
COc1ccc(S(=O)(=O)N2CCN(Cc3ccco3)CC2)cc1,-5,-8,100,-5.5,0,10,27,-3,-3.8
CC(C)n1c(SCC(=O)NC2CCCCC2)nnc1-c1ccco1,-21,-13,97,0.8,0,7,-1,0,-1.4
O=C(N=C1SCC(=O)N1c1ccccc1Cl)c1ccco1,-13,-7,104,-2.0,-20,1,12,33,0.2

# Some of the entries so far, with two lines to a compound:
# The line under a structure holds: DNA FID counter	p-CIP stab down	MEKK3 PB1 HTS	VIM-2 inhibitor	IDE act	PHOSPHO1 inh	UBC9 SUMO inh	HCV NS3 hel inh	IMP-1 inh
O=C(Nc1ccc2c(c1)OCO2)Nc1ccc(Cl)cc1Cl
  2	-9	99	-2.0	3	1	20	-3	-3.8
C/C(=N\NC(=O)c1c(Br)cnn1C)c1ccc(NC(=O)c2ccc(F)cc2)cc1
  -2	-12	101	-2.3	-4	10	11	3	-2.2

# Later entries:
SMILES,DNA FID counter,p-CIP stab down,MEKK3 PB1 HTS,VIM-2 inhibitor,IDE act,PHOSPHO1 inh,UBC9 SUMO inh,HCV NS3 hel inh,IMP-1 inh
CCC(C)Nc1nc(C)nc2c1oc1ccccc12 (configuration not stated),-8,-4,103,-0.1,0,28,27,-6,-4.2
CCCc1cc(-c2n[nH]c(=S)n2C(C)c2ccccc2)cs1 (configuration not stated),-38,1,92,-8.6,-9,83*,3,1,-3.8
CN(CCc1cn[nH]c1)C(=O)C1CCC(=O)N(CC2CCCCC2)C1 (configuration not stated),-9,5,105,-1.5,2,.,-2,7,-1.2
Cc1cc(C(=O)NCc2cc(C(=O)O)co2)co1,-4,9,88,-1.6,6,17,-8,16,-3.9
N#C/C(=N\Nc1ccccc1F)c1nc(-c2ccccc2)cs1,-7,-22,109,-3.5,3,-12,10,7,-1.4
CCOc1ccccc1-n1c(SCC(N)=O)nnc1-c1ccc(O)cc1,-7,4,103,-1.6,5,20,5,-5,0.1
Cc1cccc(Nc2nc(N)c([N+](=O)[O-])c(NCc3ccco3)n2)c1,3,-6,102,-2.0,0,10,-4,-92,-0.8
CC(=O)C1=C(O)C(=O)N(CCCN2CCOCC2)C1c1ccccc1[N+](=O)[O-] (configuration not stated),-2,0,106,-1.9,.,20,15,6,-3.4
O=C(CN1CCCCC1)Nc1cccc(-n2cnnn2)c1,0,5,86,0.8,-3,29,2,5,-0.5
COCCOC(=O)C1=C(C)NC2=C(C(=O)CCC2)C1c1ccc(N(C)C)cc1 (configuration not stated),-7,-5,101,-1.3,-2,-18,19,-1,-3.6
CC(O)(CS(=O)(=O)Cc1ccccc1)C(=O)Nc1ccc(C(F)(F)F)cc1 (configuration not stated),-8,11,83,-2.8,2,25,-3,4,-4.2
COc1cccc(-c2cc3nc(-c4ccccc4)cc(N4CCC5(CC4)OCCO5)n3n2)c1,-20,-20,125*,-2.5,-7,29,24,-16,-2.3
CC(=O)N/N=C(\C)CC(=O)Nc1ccc2c(c1)OCCO2,-13,-4,101,-2.8,3,37,15,-1,-5.4
Fc1ccccc1COc1cccc(/C=N/n2cnnc2)c1,-13,-7,93,-0.9,2,-20,9,22,-0.9
OCC#Cc1cnc2ccccc2c1,4,-12,103,-1.7,4,-12,18,9,-2.0
COc1ccc(CNCC(=O)Nc2cccc(S(N)(=O)=O)c2)cc1,1,10,90,-2.3,1,35,0,2,-1.6

# Screening results as filed in PubChem.

# These rows are one share of the data; rates above refer to the full screens.
